# Screens: PubChem BioAssay, several laboratories
# AHR activator = activates the human aryl hydrocarbon receptor; 320,000 compounds, 2.5% hits; AHR-responsive luciferase reporter cells, luminescence; AID 2796; P35869; activation, % at 5 µM; in the data active means activation above about 47%;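 further: 0% = vehicle wells and 100% = reference agonist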
# Target sequence (P35869 whole entry, looked up): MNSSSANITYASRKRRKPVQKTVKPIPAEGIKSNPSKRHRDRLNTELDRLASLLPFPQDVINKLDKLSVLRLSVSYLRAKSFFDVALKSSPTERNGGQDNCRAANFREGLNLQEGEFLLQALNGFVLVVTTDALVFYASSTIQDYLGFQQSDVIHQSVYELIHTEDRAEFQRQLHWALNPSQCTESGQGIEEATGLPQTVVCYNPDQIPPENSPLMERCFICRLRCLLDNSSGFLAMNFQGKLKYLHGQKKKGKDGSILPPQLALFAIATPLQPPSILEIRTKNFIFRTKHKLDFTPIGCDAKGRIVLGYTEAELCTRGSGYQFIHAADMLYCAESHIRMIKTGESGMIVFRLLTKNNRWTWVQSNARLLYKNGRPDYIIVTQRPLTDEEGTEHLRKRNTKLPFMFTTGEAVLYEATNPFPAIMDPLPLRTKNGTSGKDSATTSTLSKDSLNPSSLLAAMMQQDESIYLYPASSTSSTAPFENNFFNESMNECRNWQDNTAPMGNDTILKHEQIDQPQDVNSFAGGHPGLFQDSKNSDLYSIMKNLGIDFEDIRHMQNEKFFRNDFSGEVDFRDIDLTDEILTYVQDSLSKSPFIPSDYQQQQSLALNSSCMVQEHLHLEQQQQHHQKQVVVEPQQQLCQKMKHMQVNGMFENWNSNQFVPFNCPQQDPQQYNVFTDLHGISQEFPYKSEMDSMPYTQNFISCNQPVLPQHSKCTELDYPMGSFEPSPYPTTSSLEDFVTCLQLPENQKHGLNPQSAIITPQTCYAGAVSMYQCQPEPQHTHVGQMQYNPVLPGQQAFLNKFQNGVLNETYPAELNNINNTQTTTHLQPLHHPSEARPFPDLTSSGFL
# LAP4 TOR yeast = yeast TOR pathway LAP4-GFP modulation. S. cerevisiae LAP4-GFP multiplex, flow cytometry GFP, 3 h; median GFP as percent of DMSO wells. GFP response vs DMSO, % at 10 µM. 320,000 compounds, 0.34% hits. AID 2023;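 active means GFP response vs DMSO above a set limit, about the screen mean plus 3 SD, cut at about 150% in these data; inconclusive means under 70 cell events counted for the yeast strain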
# MEP2 TOR yeast = modulators of TOR pathway MEP2-GFP in S. cerevisiae; S. cerevisiae MEP2-GFP strain, flow cytometry GFP, 3 h; 100% = DMSO control level; GFP response vs DMSO, % at 10 µM; 330,000 compounds, 0.51% hits; AID 2016;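 active means GFP response versus DMSO above a set limit, roughly screen mean plus 3 SD, cut at about 180% in these data; inconclusive means fewer than 70 cells counted for a yeast strain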;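 further: median GFP fluorescence of the barcode-gated MEP2-GFP cells per well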
# CIT2 TOR yeast = modulators of TOR pathway CIT2-GFP in S. cerevisiae; S. cerevisiae CIT2-GFP strain, flow cytometry, 3 h; 100 means same as DMSO wells; GFP response vs DMSO, % at 10 µM; 320,000 compounds, 0.065% hits;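 active means GFP response relative to DMSO above a set limit, near the screen mean plus 3 SD, cut at about 150% in these data; inconclusive means Fewer than 70 cells measured for a yeast strain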;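 further: ratio of well median GFP fluorescence to mean of DMSO wells on the plate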
# CR mimetic SO = caloric restriction mimetics inhibiting age-related superoxide in yeast. superoxide response (% of plate mean), % at 10 µM. S. cerevisiae aged cells, superoxide DHE fluorescence; stronger effect = lower value. 330,000 compounds, 0.18% hits;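 active means superoxide response under a set limit, about three screen SD below normal, cut at about 65% in these data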;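 further: yeast aged for seven days with compound at 30 °C before DHE staining; 100% = average MFI of all compound-treated wells on the plate with controls excluded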
# AGP1-GFP MLPCN = alters AGP1-GFP fluorescence in TOR pathway yeast screen | 320,000 compounds, 0.02% hits | AID 2066 | S. cerevisiae AGP1-GFP multiplex flow cytometry, 3 h; GFP as percent of DMSO wells | GFP response vs DMSO, % at 10 µM;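 active means GFP response relative to DMSO above a set limit, near screen average plus 3 SD, cut at about 150% in these data; inconclusive means fewer than 70 cells counted for the yeast strain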;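 further: median GFP channel fluorescence of the gated AGP1 strain per well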
# Efflux pump inh = inhibitors of Candida antifungal efflux pumps expressed in yeast; S. cerevisiae Candida pump triplex, Nile Red efflux; inhibition, % at 10 µM; 330,000 compounds, 0.44% hits; AID 485275;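 active means plate passing quality check with inhibition over a set limit, or well fluorescence over plate mean plus 4 SD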;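 further: Nile Red retained in pooled yeast measured as flow cytometry median fluorescence; 0% = buffer negative control and 100% = Enniatin B positive control; higher means more Nile Red kept so more efflux inhibition; some compounds called inactive have numbers as strong as hits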
# RPL19A-GFP yeast = alters RPL19A-GFP fluorescence in TOR pathway yeast screen. 330,000 compounds, 0.3% hits. percent response vs DMSO, % at 10 µM. S. cerevisiae RPL19A-GFP strain, flow cytometry, 3 h; stronger effect = lower value;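 active means percent response vs DMSO below 50%; inconclusive means fewer than 70 events counted for the yeast strain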;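 further: median channel GFP fluorescence of the barcoded RPL19A-GFP strain; ratio of sample median GFP to plate DMSO average so 100% = DMSO; lower means less RPL19A-GFP as with rapamycin TOR inhibition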
# An asterisk follows results filed as active; u = inconclusive; x = no result given; [ ] = remark or other dose.
SMILES,AHR activator,LAP4 TOR yeast,MEP2 TOR yeast,CIT2 TOR yeast,CR mimetic SO,AGP1-GFP MLPCN,Efflux pump inh,RPL19A-GFP yeast
O=C(c1ccc([N+](=O)[O-])s1)N1CCc2ccccc2C1,-9.1,109.3,106.0,97.4,91.2,99.5,0.1,110.5
Cc1ccccc1C1CC(=O)NC2=C1C(=O)CCC2 (configuration not stated),-1.7,86.3,90.8,85.0,103.7,82.2,0.1,86.0
CC(=O)NC(CC(=O)NNC(=O)c1cccs1)c1ccccc1 (configuration not stated),1.1,99.6,100.8,100.5,100.3,103.8,-0.1,98.7
O=[N+]([O-])c1cccc(S(=O)(=O)N2CCCC2)c1,-0.1,89.7,98.8,95.6,107.0,102.7,-0.1,103.0
O=C(NCCNC(=O)c1ccccc1Br)c1ccccc1Br,-0.8,91.1,103.5,99.9,91.6,102.1,0.0,101.6
O=C(C1CCCN(Cc2ccccc2C(F)(F)F)C1)N1CCCCC1 (configuration not stated),2.9,96.1,94.4,95.2,96.5,91.6,0.1,93.6
Cc1noc(C)c1NC(=O)Nc1cccc2c1O[C@H](CN(C)S(=O)(=O)c1cccs1)[C@@H](C)CN([C@H](C)CO)C2=O,-2.7,103.3,99.6,103.4,109.4,100.4,0.3,90.6
CCC(C(=O)OCCOCCN(CC)CC)c1ccccc1 (configuration not stated),0.7,107.5,96.4,102.5,111.2,109.0,-0.2,93.0
O=C(CN1C(=O)C2CC=CCC2C1=O)Nc1ccccc1N1CCCC1 (configuration not stated),-0.8,104.8,106.2,98.9,98.2,106.5,-0.2,102.2
O=C1c2ccccc2C(=O)N1CCCCCc1nc(-c2ccccc2)no1,-0.4,85.9,85.4,86.0,116.9,84.8,0.1,84.4
CC(=O)N1N=C(c2ccc(C)o2)CC1c1cccc(F)c1 (configuration not stated),-0.1,99.5,97.0,94.2,105.0,92.4,0.1,92.0
NC(=O)CC(NC(=O)Cc1ccc(Br)cc1)c1ccc(NC2CCN(Cc3ccccc3)CC2)c([N+](=O)[O-])c1 (configuration not stated),1.2,96.0,103.0,101.5,95.4,104.2,0.0,98.7
Cc1csc(Nc2ccccc2)[n+]1C,0.9,99.2,99.8,93.7,92.1,104.2,0.1,99.4
CCOC(=O)c1c(-c2ccc(C)o2)csc1NC(=S)NC(=O)c1cccs1,26.9,87.1,97.0,94.8,114.1,92.2,-0.2,99.4
O=c1cc(-c2c(F)c(F)c(F)c(F)c2F)oc2c(F)c(F)c(F)c(F)c12,4.7,176.8*,103.0,114.5,125.9,104.0,0.1,94.2
Cn1cc(Br)c(C(=O)NC(=S)Nc2ccc(S(N)(=O)=O)cc2)n1,-0.1,104.7,100.9,118.5,90.7,106.7,0.0,100.5
CC1(C)Cc2ccccc2C2=NNC(=O)C2=N1,1.9,84.9,84.4,86.0,56.2*,85.7,0.2,84.6
Cc1ccc(NC(=S)NNC(=S)Nc2ccc(C)cc2C)cc1,8.3,94.5,101.4,90.3,106.1,91.7,-0.1,99.0
CCOc1ccc2[nH]c(=O)c(CN(CCN3CCCC3)C(=S)Nc3ccccc3OCC)cc2c1,7.0,100.0,108.5,106.3,109.9,104.2,-0.1,102.3
CCN(CC)CCN1C(=O)c2ccccc2NC1c1ccccc1F (configuration not stated),4.4,111.6,111.5,98.6,94.6,101.0,0.1,99.1
O=C(OCC(=O)N1CCC(Cc2ccccc2)CC1)c1cncc(Br)c1,-0.7,95.8,84.4,87.9,101.6,88.3,0.2,86.0
COc1cccc2cc(C(=O)NCCN3CCOCC3)c(=O)oc12,1.6,94.1,110.8,101.6,92.1,103.1,0.2,100.2
CCC(Cc1ccccc1)NC(=O)CN1C(=O)CSc2ncccc21 (configuration not stated),-2.6,96.2,105.0,97.7,97.6,104.5,0.2,101.0
COc1ccc(CN(C)Cc2c(O)ccc3ccccc23)cc1,17.1,95.8,94.2,100.3,107.6,92.1,0.0,96.3
O=c1oc2ccccc2n1CCn1c2ccccc2c2nc3ccccc3nc21,21.7,105.6,125.0,104.5,120.6,57.4,-0.1,97.0
CN(Cc1cccc(F)c1)C(=O)c1ccccc1Sc1ccccc1C#N,2.6,91.2,91.6,77.5,99.7,92.8,0.5,95.0
O=C(NCc1cccnc1)C1CCCCN1S(=O)(=O)c1ccc(F)cc1 (configuration not stated),-1.2,94.6,95.6,x,98.2,90.6,0.1,96.9
Cc1ccc(Cn2nnc(C(=O)Nc3cc(C)ccc3C)c2N)cc1,8.2,96.9,98.4,95.4,114.4,90.4,0.1,93.7
Cc1csc2ncc(C(=O)NCc3ccc4c(c3)OCO4)c(=O)n12,78.3*,80.0,86.2,90.0,94.8,91.1,-0.1,97.5
O=C(/C=C/c1cccc([N+](=O)[O-])c1)Nc1ccccn1,4.5,105.4,107.8,92.9,94.3,85.2,-0.1,90.5
Cc1noc(C)c1S(=O)(=O)Nc1cccc(CO)c1,5.8,111.3[may fluoresce green],95.6[may fluoresce green],152.1*[may fluoresce green],83.6,113.0[may fluoresce green],-0.2,91.6[may fluoresce green]
CCOc1cccc(C(=O)N(Cc2ccco2)C2CCS(=O)(=O)C2)c1 (configuration not stated),0.3,99.1,103.3,96.3,95.5,98.1,-0.1,96.6
O=C(Oc1ccc(NC(=O)c2cc3c(cc2Br)OCO3)cc1)c1ccccc1,3.9,104.5,102.3,108.8,115.9,101.0,-0.1,104.5
C=CCNC(=O)COC(=O)c1ccc(Cl)c(S(=O)(=O)N(Cc2ccccc2)c2ccccc2)c1,-2.8,96.2,99.1,92.4,109.2,102.4,0.0,101.6
C=CCN1C(=O)CN=C1Nc1cc(C)ccc1C,3.7,98.5,93.6,85.3,106.7,96.6,0.0,99.6
CC(=O)c1cc2c(cc1NC(=O)C1CC=CCC1C(=O)O)OCO2 (configuration not stated),2.9,107.7,104.6,93.3,147.1,101.6,0.0,98.5
O=C(NCCc1ccccc1)c1ccc(-c2ccccc2C(F)(F)F)o1,10.4,130.3,94.2,107.6,100.9,89.2,-0.1,104.7
COc1ccc(F)cc1S(=O)(=O)N1CCC(C(N)=O)CC1,0.3,97.3,97.1,83.5,99.8,94.7,-0.1,94.0
COc1ccc(CCNC(=O)c2ccccc2OCc2c(C)noc2C)cc1,0.2,100.8,104.6,88.2,84.0,102.2,0.1,106.0
Cc1nn(C)c(C(=O)NC(=S)Nc2ccccc2Br)c1Cl,41.4,94.7,95.7,99.6,112.0,95.5,0.1,88.7
Cc1ccc(OCc2ccc(C(=O)N3CCCC3)o2)cc1C,11.3,91.3,104.2,94.8,103.0,94.7,0.0,102.0
COc1ccc(-n2c(=O)c3ccccc3n(CC(=O)NCC3CCCO3)c2=O)cc1 (configuration not stated),-2.1,89.9,161.8,88.0,92.5,16.2,0.2,82.8
Nc1cc(Cl)ccc1Oc1ccc(Cl)cc1,2.2,105.6,98.1,99.3,100.6,98.6,0.4,96.0
COc1cccc(OC)c1C(=O)Nc1cccc(-c2nc3ccccc3[nH]2)c1,28.9,96.7,108.4,113.2,100.3,103.0,0.2,103.0
Cc1ccc(Nc2nc(Oc3ccc(OCc4ccccc4)nn3)nc(N3CCOCC3)n2)cc1,14.9,99.8,98.2,101.9,102.2,x,0.7*,95.8
CN(CC(=O)Nc1ccc(F)cc1)C(=O)COC(=O)C1CCN(c2ccc(C(F)(F)F)cn2)CC1,1.8,95.3,100.2,91.2,104.2,90.3,0.0,90.5
CCOC(=O)C1=C(COC(=O)CCOc2cc(C)ccc2C)NC(=O)NC1C (configuration not stated),10.5,103.2,102.2,93.6,97.3,104.3,0.0,98.8
Cc1cccc(NC(=S)N(c2ccccc2)C(C)C)c1C,0.6,86.3,97.0,93.4,86.0,88.0,-0.2,95.1
COCCN1C(=O)/C(=C/c2ccc(N3CCCC3)cc2)SC1=S,4.0,104.2,119.3,116.5,109.3,95.1,0.0,107.1
CCNC(=O)CN1c2cccc3cccc(c23)S1(=O)=O,4.2,97.8,94.1,100.8,104.3,98.3,0.0,97.0
# (continued)
SMILES,AHR activator,LAP4 TOR yeast,MEP2 TOR yeast,CIT2 TOR yeast,CR mimetic SO,AGP1-GFP MLPCN,Efflux pump inh,RPL19A-GFP yeast
Cc1ccc(NC(=S)Nc2ccc3[nH]c(=O)[nH]c3c2)cc1,-0.7,101.8,104.9,104.3,86.9,110.7,0.0,106.5
CCC(C)Sc1cc(-c2nc3cc(C)ccn3c2NC2CCCCC2)ccc1OC (configuration not stated),10.5,100.5,99.0,97.3,119.2,96.0,0.3,98.7
CCNC(=O)N1CCN(S(=O)(=O)c2ccc3c(c2)OCCCO3)CC1,0.1,83.8,94.4,86.8,89.0,90.5,-0.2,88.9
O=Cc1ccc(OC(=O)CCCCC(=O)Oc2ccc(C=O)cc2)cc1,8.1,62.3,87.5,94.5,93.0,83.1,-0.1,92.0
CC(=O)c1c(C)[nH]c(C(=O)Nc2ccc(Cl)cc2)c1C,3.9,92.9,101.6,88.4,105.8,82.8,-0.1,90.5
Cc1ccc(S(=O)(=O)N(CC(O)CN2CCOCC2)c2cc(Cl)ccc2Cl)cc1 (configuration not stated),-3.1,98.2,98.4,101.5,81.5,104.2,-0.1,102.0
O=C(CSc1nc2c(c(=O)n1-c1ccc(Cl)cc1)SCC2)NCc1ccco1,4.4,101.5,107.2,108.0,98.9,108.9,-0.1,103.3
O=C(N/N=C/c1cc([N+](=O)[O-])ccc1O)c1cccc(N2CCCC2=O)c1,6.9,87.5,103.9,104.2,87.2,100.3,0.1,112.3
CC(C)NC(=O)CN1C(=O)C(C)(C)Oc2ccc(C(=O)NC3CCCCC3)cc21,3.4,97.2,104.7,104.0,86.8,94.4,-0.2,101.8
CCOC(=O)c1cn(CC)c2ccc(S(=O)(=O)N3CCC(C)CC3)cc2c1=O,0.9,100.1,105.7,100.7,89.3,100.2,-0.2,99.6
C=CCNc1nc2ccccc2nc1NS(=O)(=O)c1cccs1,11.4,u,84.5,88.7,104.5,87.8,-0.1,93.2
CCn1c(SCC(=O)NCCc2ccc(F)cc2)nnc1-c1cccs1,1.4,100.1,97.6,96.5,99.8,100.2,0.0,99.6
N#Cc1c(-c2ccco2)nc(SCC(=O)Nc2ccc(S(N)(=O)=O)cc2)[nH]c1=O,-0.4,99.8,99.8,108.2,101.3,101.0,-0.1,100.0
NC(=O)N/N=C/c1cn(-c2ccccc2)nc1-c1cccs1,32.7,u,u,u,92.9,u,-0.1,u
CCc1nnc(NS(=O)(=O)c2ccc(N=Cc3c(C)[nH]n(-c4ccc(C)c(C)c4)c3=O)cc2)s1,15.6,89.0,91.7,90.0,97.3,92.1,0.0,99.5
CCOC(=O)c1[nH]c2cc(OC)c(OC)cc2c1NC(=O)CN1CCN(c2ccc(OC)cc2)C(C)C1 (configuration not stated),1.1,101.9,107.0,111.3,80.9,95.1,-0.3,96.5
Cc1cccc(C)c1NC(=O)N1CC=C(n2c(=O)[nH]c3ccccc32)CC1,-0.2,91.6,93.4,87.9,100.9,89.1,0.0,91.2
O=C(Cc1ccccc1)NNC1CC(=O)N(c2ccc(Oc3ccccc3)cc2)C1=O (configuration not stated),-1.6,115.5,101.3,111.4,96.0,123.0,-0.2,99.3
C=CCn1c(O)c2ccc(C(=O)N=NC(=O)COc3ccc(OC)cc3)cc2c1O,1.5,85.0,94.8,93.1,106.5,84.3,0.0,98.0
